CCR6 antagonist = blocks CCL20-driven beta-arrestin recruitment at human CCR6. P51684. CHO-K1 CCR6 PathHunter beta-arrestin, luminescence, CCL20-stimulated. inhibition, % at 20 µM. AID 493098. actives 0.49% (n = 340,000);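 active = compounds whose inhibition of the agonist-driven luminescence signal at 20 µM reaches about 50%, limit read from the data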;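 note: cells stimulated with CCL20 at 14 nM final; plate controls were DMSO with CCL20 for no effect and DMSO without agonist for full effect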
Gli-Sufu antag = Gli-Sufu pathway antagonism | AID 588413 | actives 0.74% (n = 340,000) | Sufu-KO-LIGHT fibroblasts, Gli luciferase reporter luminescence | inhibition, % at 5 µM;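 active = inhibition above about 55%, limit read from the data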;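 note: 0% = DMSO-treated cells and 100% = wells with medium but no cells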
UBC13 inh = human UBC13 polyubiquitination inhibition | P61088 | UBC13 polyubiquitin chain formation, TR-FRET | inhibition, % at 20 µM | actives 0.47% (n = 330,000) | AID 485273; in the data active = inhibition above about 45%, passing the limit was not always enough
Target sequence (P61088 whole entry, looked up): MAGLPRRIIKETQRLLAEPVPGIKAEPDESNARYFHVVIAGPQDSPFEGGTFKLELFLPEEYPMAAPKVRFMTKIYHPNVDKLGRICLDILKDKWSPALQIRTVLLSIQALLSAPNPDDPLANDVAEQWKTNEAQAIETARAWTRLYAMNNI
SENP8 inh = inhibitors of human SENP8 protease. Q96LD8. purified SENP8, Z-RLRGG-aminoluciferin cleavage, luminescence. inhibition, % at 10 µM. actives 1.2% (n = 330,000). AID 2540
Target sequence (Q96LD8 whole entry, looked up): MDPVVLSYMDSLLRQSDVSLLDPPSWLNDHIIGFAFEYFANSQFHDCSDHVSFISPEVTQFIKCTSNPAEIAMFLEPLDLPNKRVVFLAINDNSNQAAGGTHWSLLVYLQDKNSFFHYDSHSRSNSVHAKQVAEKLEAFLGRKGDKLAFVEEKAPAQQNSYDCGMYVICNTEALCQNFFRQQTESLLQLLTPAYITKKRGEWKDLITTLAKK
Apaf-1 inh = blocks human Apaf-1 apoptosome activity. reconstituted apoptosome caspase-3 activity, DEVD-Rh110 fluorescence. inhibition, % at 20 µM. O14727. actives 0.71% (n = 330,000); active = inhibition of at least 40% at 20 µM;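 note: plate controls were DMSO wells for no effect and DEVD-CHO caspase inhibitor wells for full effect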
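Material: reconstituted apoptosome with Apaf-1, cytochrome c, caspase-9, procaspase-3, dATP. Technique: Rh110 fluorescence intensity. Buffer or medium: pH 7.5 Hepes buffer with CHAPS, BSA, DTT. Times: 30 min plus 50 min, RT.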
697 NFkB inh = inhibitors of the PMA/ionomycin-induced NF-kB reporter in 697 B cells; actives 0.33% (n = 330,000); inhibition, % at 4 µM; 697 B-cell NF-kB luciferase reporter, 16 h; in the data active = inhibition above about 35%
EBI2 block = blocks human EBI2 receptor beta-arrestin signaling | actives 0.81% (n = 360,000) | EBI2 beta-arrestin recruitment, luminescence, 7a,25-OHC stimulated | inhibition, % at 5 µM | P32249 | AID 651636; in the data active = inhibition above about 38%;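 note: enzyme fragment complementation signal reports receptor beta-arrestin coupling in cells; 0% = agonist plus DMSO wells and 100% = wells without agonist; some results beyond the cut were filed as inactive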
Target sequence (P32249 whole entry, looked up, the tested form may be a part): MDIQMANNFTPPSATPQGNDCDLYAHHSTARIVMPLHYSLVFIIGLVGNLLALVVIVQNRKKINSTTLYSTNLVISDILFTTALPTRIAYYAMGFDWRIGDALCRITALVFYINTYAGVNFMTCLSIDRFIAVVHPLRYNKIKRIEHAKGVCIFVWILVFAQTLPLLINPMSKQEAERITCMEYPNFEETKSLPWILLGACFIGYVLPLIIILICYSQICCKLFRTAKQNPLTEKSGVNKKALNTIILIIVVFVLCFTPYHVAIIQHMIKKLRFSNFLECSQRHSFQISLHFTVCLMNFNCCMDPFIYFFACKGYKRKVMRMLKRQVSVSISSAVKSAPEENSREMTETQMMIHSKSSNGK
Jurkat NFkB inh = lowers PMA/ionomycin-induced NF-kB signal in Jurkat cells; PMA/ionomycin-induced NF-kB luciferase reporter, luminescence; AID 435003; inhibition, % at 4 µM; actives 0.53% (n = 330,000)
Numbers without * were called inactive; . = not tested or not shown. Cut-off read from the data, not from the text of the source, unless noted: active = inhibition above about 50%; inactive = the rest. An excerpt, so the mix of outcomes need not match the whole.

Results follow in this order: CCR6 antagonist	697 NFkB inh	EBI2 block	Jurkat NFkB inh	UBC13 inh	SENP8 inh	Gli-Sufu antag	Apaf-1 inh
- Cc1ccc(-c2nc3ncccc3o2)cc1NC(=O)c1cccs1
    -4	-7	2	-12	-3	-11	-12	4
- CCOC(=O)c1cc(-c2ccc3c(c2)OCCO3)n[nH]1
    4	-122	-1	-115	11	20	-105	11
- CCOC(=O)c1c(NC(=O)Cn2cnc3scc(-c4ccc(C)cc4)c3c2=O)sc(C)c1C
    9	-20	4	4	-15	-8	0	4
- CC(C)CC(=O)Nc1ccc(N2CCN(S(C)(=O)=O)CC2)cc1
    3	9	-4	-14	3	-3	1	6
- CCN(CC)CCNC(=O)c1ccc(NC(=O)c2ccc(S(=O)(=O)N3CCCCCC3)cc2)cc1
    11	-3	0	14	8	-8	13	12
- Cc1ccccc1CC(=O)N1CC(C)OC(C)C1 (stereo unspecified)
    8	14	-4	20	4	-3	-4	-17
- O=C(NCc1nnnn1-c1cccc(F)c1)c1ccc(S(=O)(=O)N2CCOCC2)cc1
    6	13	-2	-19	-3	-9	3	4
- Cc1noc(C)c1COc1ccc(C(=O)NNC(=O)c2ccccc2O)cc1
    8	-4	-4	-6	19	-14	-15	11
- Cc1cccc(CCNC(=O)CCc2nnc(CCc3ccccc3)o2)n1
    -6	-15	6	-23	1	-7	9	1
- CCOC(=O)c1ccc(Nc2nnc(C(C)(C)C)c(=O)[nH]2)cc1
    17	-23	2	-19	-16	-6	-9	18
- O=C(Nc1ccccc1)Nc1ccccc1C(=O)NCCCN1CCOCC1
    -10	1	5	9	1	1	2	-1
- CCCC(=O)c1ccc2c(c1)OCCO2
    -2	-5	-9	-15	10	-11	-7	-5
- CCCC(=O)N(C1CC(C)C(C#N)(C#N)C1(C#N)C#N)N(C)C (stereo unspecified)
    94*	14	30	18	0	-14	-4	-4
- CCCCc1cc(=O)oc2cc(OCC(=O)N[C@@H](Cc3ccccc3)C(=O)O)ccc12
    7	11	-3	9	-13	5	3	-10
- O=C(NCc1cccs1)c1ccc(S(=O)(=O)N2CCCCC2)cc1
    11	14	16	3	1	0	4	-5
- CCCc1nnc(NC(=O)C2CC(=O)N(C3CCCC3)C2)s1 (stereo unspecified)
    8	12	3	15	-4	2	-23	-4
- Cc1nc(CSc2ccc(Cl)cc2)cc(NCc2ccccc2)n1
    11	-10	47*	-19	-3	-4	-7	11
- CCCCCC1CCC(C(=O)NNC(=S)NCC)CC1 (stereo unspecified)
    11	-8	5	-21	-22	0	-1	30
- Cn1c(Oc2ccc(Cl)cc2)c(C=O)c2ccccc21
    2	-23	4	-7	14	4	-23	13
- O=C(CCC(=O)N1CCN(c2ccccc2F)CC1)N1CCN(c2ccc(F)cc2)CC1
    6	1	-3	-9	3	7	14	-12
- CCOC(=O)c1c(C)[nH]c(C(=O)C(C)OC(=O)c2ccc(NC(=O)CC#N)cc2)c1C (stereo unspecified)
    4	-40	-1	14	8	28	-5	14
- O=C(C1CC(c2ccc(F)cc2)=NO1)N1CCN(c2ccccc2)CC1 (stereo unspecified)
    -8	-17	-1	-14	-13	-15	5	13
- CN1CCCC1CCNS(=O)(=O)c1ccc(Br)cc1 (stereo unspecified)
    39	-18	9	20	0	6	8	-5
- O=S(=O)(NC1CCCCCCC1)c1cccs1
    -2	6	-14	-3	6	5	1	15
- CCCc1nnc(NC(=O)C(CC)OC(=O)c2cc(C)nc3ccccc23)s1 (stereo unspecified)
    -10	-3	5	-1	0	6	6	16
- CC(=O)c1cccc(NC(=S)NCCC2=CCCCC2)c1
    20	-57	-4	-1	-2	-7	8	16
- Cc1ccc(Cl)cc1NC(=O)Cn1cccc1
    12	15	1	3	16	0	-1	-17
- COc1cc(C=C(c2nc3ccccc3s2)c2nc3ccccc3s2)cc(OC)c1O
    25	-63	25	-34	-49	1	.	15
- Cc1sc(N2C(=O)C3C4C=CC(C4)C3C2=O)c(C#N)c1C (stereo unspecified)
    4	-12	-2	-3	5	-3	-5	8
- Cc1ncoc1C(=O)Nc1ccc2c(c1)OCCO2
    5	-52	5	-55	4	60*	-23	-31
- O=C(C1CCCN1S(=O)(=O)c1cccc2nsnc12)N1CCCCC1 (stereo unspecified)
    -2	14	3	-4	-10	-7	6	-5
- Cc1ccc(N2C(=O)CCC(C(=O)O)C2c2cccs2)cc1 (stereo unspecified)
    5	19	-21	11	4	-6	21	1
- CCc1nn(CCCC(=O)Nc2ccc(C)cc2C)c(=O)c2cc3occc3n12
    7	10	-2	13	10	3	23	0
- COc1ccc(-c2nc(CNS(=O)(=O)c3ccc(OC)c(OC)c3)cs2)cc1
    -3	5	3	5	-2	5	3	-3
- CC(=O)NCCn1c(SCC(=O)NCCc2ccc(S(N)(=O)=O)cc2)nc2ccccc2c1=O
    3	-2	1	5	0	-1	-4	-1
- CN(C)CC(=O)c1c[nH]c2ccccc12
    -8	-6	-12	-2	0	-4	5	1
- O=C(NC(C(=O)O)c1ccccc1)c1ccc(S(=O)(=O)N2CCOCC2)cc1 (stereo unspecified)
    1	0	-1	17	-1	-6	1	-1
- Cc1occc1C(=O)Nc1cccc(C(=O)NCc2ccccc2)c1
    -3	-6	-3	-3	-11	-6	0	6
- COc1ccccc1N(CC(=O)NC1CCCC1)S(=O)(=O)c1ccc(C)cc1
    16	6	-6	-7	-9	-9	21	-1
- CCCCCNc1nc2sc3c(c2c(=O)n1-c1cccc(Cl)c1)CCN(C)C3
    16	-31	-1	18	7	2	26	-9
- Cc1nn2c(-c3ccncc3)ccnc2c1Br
    -3	1	-6	6	-16	4	-25	3
- Cn1c(=O)c(=O)n(C)c2cc(N3CCOCC3)c(NS(=O)(=O)c3ccc([N+](=O)[O-])cc3)cc21
    -17	10	-1	-10	-18	-8	-1	3
- CCOC(=O)CC(=O)CSc1nc2c(cc1C#N)CCCCCC2
    3	1	3	-8	10	1	-8	9
- COCC(=O)Nc1nnc(SCC(=O)NCc2cccs2)s1
    4	1	-3	3	2	2	-4	-1
- Cc1ccccc1C1CC(c2cccs2)=NN1S(C)(=O)=O (stereo unspecified)
    16	15	-3	10	6	0	2	4
- CC(=O)c1ccc(N2CCN(C(=O)c3cc(C)on3)CC2)cc1
    5	18	-15	7	-8	3	-21	-9
- NC(N)=NS(=O)(=O)c1ccc(NC(=S)NC(=O)/C=C/c2ccccc2)cc1
    6	-8	-6	-9	-12	-8	-11	-17
- COc1ccc([C@H]2CC(=O)C=C(c3ccc(OC)nc3)C2)cc1
    10	3	34	6	16	3	-16	4
- Cc1cc(OCC(=O)OCC(=O)N2CCc3ccccc32)ccc1Cl
    -6	0	0	-9	2	-11	-9	14
- COC(=O)CSc1nc(N)c(NC(=O)c2ccc(OC)c(OC)c2)c(=O)[nH]1
    -6	0	-2	0	-5	-7	11	2
- CCOC(=O)c1nc(NCc2ccccc2F)c2ccccc2n1
    -12	-17	-8	6	2	-9	-2	-6
- Cc1ccc(S(=O)(=O)N2CCC(C(=O)NCCC3=CCCCC3)CC2)cc1C
    13	-16	13	-18	-4	-5	-9	16
- Cc1c(Cl)cccc1N/C(SCC(=O)N1CCCCCC1)=C(/C#N)c1nc2ccccc2s1
    29	-24	2	-2	-24	-1	38	17
- CCNC(=O)c1cccc(NC(=O)c2cc(C3CC3)nc3c2cnn3C(C)C)c1
    14	26	13	-2	-3	3	3	18
- CCOC(=O)/C(C)=N/NC(=O)c1ccc([N+](=O)[O-])cc1
    -3	-14	-12	-4	-13	-13	-4	4
- CCN(CC)CCCN=Cc1c(O)n(-c2cccc(C)c2)c(=O)c2ccccc12
    15	-1	1	-18	-2	-9	2	9
- Cc1ccc(C)c(NC(=O)c2cc(C)nc3ccccc23)c1
    10	-30	11	-8	-6	-6	7	11
- CC(NC(=O)Nc1ccc(Cl)cc1)c1ccccc1 (stereo unspecified)
    3	-13	-5	-10	-2	-7	4	4
- Cc1cccc(C(=O)Nc2nccs2)c1[N+](=O)[O-]
    10	-10	-9	2	-11	-8	-5	11
- CCOC(=O)C1CCN(C(=O)CSc2ccccc2Cl)CC1
    4	17	15	10	6	1	4	1

Some values from the results shown.
CCNC(=O)c1cccc(NC(=O)c2cc(C3CC3)nc3c2cnn3C(C)C)c1 in 697 NFkB inh reads 26
O=C(C1CCCN1S(=O)(=O)c1cccc2nsnc12)N1CCCCC1 (stereo unspecified) in Gli-Sufu antag reads 6
O=C(NC(C(=O)O)c1ccccc1)c1ccc(S(=O)(=O)N2CCOCC2)cc1 (stereo unspecified) in EBI2 block reads -1
CCOC(=O)C1CCN(C(=O)CSc2ccccc2Cl)CC1 in CCR6 antagonist reads 4

(listing goes on)
Results follow in this order: CCR6 antagonist	697 NFkB inh	EBI2 block	Jurkat NFkB inh	UBC13 inh	SENP8 inh	Gli-Sufu antag	Apaf-1 inh
- Cc1cc(NC(=O)c2cc(Cl)ccc2Cl)no1
    2	11	-3	11	4	5	-3	-8
- O=C(O)c1ccc(CSc2nnc(-c3cccnc3)n2-c2ccc(Br)cc2)cc1
    2	27	0	-6	-2	0	-2	1
- CC(C)Oc1ccc(S(=O)(=O)N2CCOCC2)cc1NC(=O)c1ccc(N2CCCC2=O)cc1
    -12	12	-16	3	2	-1	16	8
- Cc1cc(C)cc(NC(=S)N2CCN(C(=O)c3ccco3)CC2)c1
    8	2	2	12	-4	-6	0	8
- CNc1c(NS(=O)(=O)c2ccc(F)cc2)c(=O)oc2ccccc12
    17	11	-3	21	4	6	-6	3
- O=C(CSc1nc2ccccc2c(=O)n1CCCC(=O)N1CCCC1)NCc1ccco1
    -9	23	3	5	0	-1	6	0
- O=C(Nc1ccccc1Cl)c1cccc(NC(=O)c2cccs2)c1
    6	8	-6	14	-2	-5	-1	-4
- Cc1ccc(-c2nc(SCC(=O)NCC3CCCO3)c(-c3ccc(C)cc3)[nH]2)cc1 (stereo unspecified)
    2	14	6	-4	-8	-14	0	17
- CCOC(=O)C1CCCN(C(=O)c2cccc(S(=O)(=O)N(C)c3ccc(C)cc3)c2)C1 (stereo unspecified)
    11	-4	-2	-1	-6	-9	0	5
- Cc1ccc(NC(=S)N2CCCN(Cc3ccc(F)cc3)C2)c(C)c1
    10	5	8	-6	-4	-6	3	2
- O=S(=O)(c1cccc2nsnc12)N1CCc2ccccc2C1
    12	11	-4	-5	7	-1	1	-13
- C=CCC[C@H](Cc1ccc(F)cc1)C(=O)OC[C@@H]1CCCN1C(=O)[C@@H](CC=C)CC(=O)NCCO
    2	13	1	0	13	4	-36	36
- COc1ccc(C(=O)N/C(=C\c2cn(C)c3ccccc23)C(=O)NCCCN2CCOCC2)cc1OC
    16	-5	6	-13	-14	-10	-25	7
- Cc1ccc(S(=O)(=O)NNC(=O)Nc2ccc([N+](=O)[O-])cc2)c(C)c1
    41	18	11	3	2	5	1	2
- CCOC(=O)c1c(NC(=O)CSC(=S)N(C)C)sc(C)c1C
    12	0	5	1	10	-7	5	6
- COC(=O)c1ccc2c(=O)n(CC3CCCO3)c(SCC(=O)Nc3ccc(OC)cc3OC)nc2c1 (stereo unspecified)
    13	-8	3	-3	-15	-6	3	18
- Cc1ccc(-c2[nH]nc3c2C(c2ccccc2OC(=O)N2CCOCC2)C(C#N)=C(N)O3)cc1 (stereo unspecified)
    -13	7	.	-7	-5	1	4	6
- CCOC(=O)N1CCN(S(=O)(=O)c2ccc(C)cc2)C1
    -3	5	-13	-6	-16	-7	4	-13
- COc1cc(NC(=O)c2sc3ncn(CC(=O)N4CCC(C)CC4)c(=O)c3c2C)cc(OC)c1OC
    14	9	-9	-5	-4	1	-9	9
- CCOC(=O)C(=NC1CCS(=O)(=O)C1)NNc1cc(Cl)ccc1Cl (stereo unspecified)
    6	16	-5	11	68*	-2	-2	-10

Record cards, from the list above.
Cc1ccc(NC(=S)N2CCCN(Cc3ccc(F)cc3)C2)c(C)c1 as listed: CCR6 antagonist: 10; 697 NFkB inh: 5; EBI2 block: 8; Jurkat NFkB inh: -6; UBC13 inh: -4; SENP8 inh: -6; Gli-Sufu antag: 3; Apaf-1 inh: 2
Cc1cc(C)cc(NC(=S)N2CCN(C(=O)c3ccco3)CC2)c1 as listed: CCR6 antagonist: 8; 697 NFkB inh: 2; EBI2 block: 2; Jurkat NFkB inh: 12; UBC13 inh: -4; SENP8 inh: -6; Gli-Sufu antag: 0; Apaf-1 inh: 8
